Bioassay records (PubChem)
TcdB inh: inhibitors of Clostridioides difficile toxin B glycohydrolase. inhibition, % at 9.99 µM. TcdB glycohydrolase enzymatic assay, plate reader. actives 0.24% (n = 350,000). P18177. AID 652162; in the data active = inhibition above about 10%
Target sequence (P18177 whole entry, looked up): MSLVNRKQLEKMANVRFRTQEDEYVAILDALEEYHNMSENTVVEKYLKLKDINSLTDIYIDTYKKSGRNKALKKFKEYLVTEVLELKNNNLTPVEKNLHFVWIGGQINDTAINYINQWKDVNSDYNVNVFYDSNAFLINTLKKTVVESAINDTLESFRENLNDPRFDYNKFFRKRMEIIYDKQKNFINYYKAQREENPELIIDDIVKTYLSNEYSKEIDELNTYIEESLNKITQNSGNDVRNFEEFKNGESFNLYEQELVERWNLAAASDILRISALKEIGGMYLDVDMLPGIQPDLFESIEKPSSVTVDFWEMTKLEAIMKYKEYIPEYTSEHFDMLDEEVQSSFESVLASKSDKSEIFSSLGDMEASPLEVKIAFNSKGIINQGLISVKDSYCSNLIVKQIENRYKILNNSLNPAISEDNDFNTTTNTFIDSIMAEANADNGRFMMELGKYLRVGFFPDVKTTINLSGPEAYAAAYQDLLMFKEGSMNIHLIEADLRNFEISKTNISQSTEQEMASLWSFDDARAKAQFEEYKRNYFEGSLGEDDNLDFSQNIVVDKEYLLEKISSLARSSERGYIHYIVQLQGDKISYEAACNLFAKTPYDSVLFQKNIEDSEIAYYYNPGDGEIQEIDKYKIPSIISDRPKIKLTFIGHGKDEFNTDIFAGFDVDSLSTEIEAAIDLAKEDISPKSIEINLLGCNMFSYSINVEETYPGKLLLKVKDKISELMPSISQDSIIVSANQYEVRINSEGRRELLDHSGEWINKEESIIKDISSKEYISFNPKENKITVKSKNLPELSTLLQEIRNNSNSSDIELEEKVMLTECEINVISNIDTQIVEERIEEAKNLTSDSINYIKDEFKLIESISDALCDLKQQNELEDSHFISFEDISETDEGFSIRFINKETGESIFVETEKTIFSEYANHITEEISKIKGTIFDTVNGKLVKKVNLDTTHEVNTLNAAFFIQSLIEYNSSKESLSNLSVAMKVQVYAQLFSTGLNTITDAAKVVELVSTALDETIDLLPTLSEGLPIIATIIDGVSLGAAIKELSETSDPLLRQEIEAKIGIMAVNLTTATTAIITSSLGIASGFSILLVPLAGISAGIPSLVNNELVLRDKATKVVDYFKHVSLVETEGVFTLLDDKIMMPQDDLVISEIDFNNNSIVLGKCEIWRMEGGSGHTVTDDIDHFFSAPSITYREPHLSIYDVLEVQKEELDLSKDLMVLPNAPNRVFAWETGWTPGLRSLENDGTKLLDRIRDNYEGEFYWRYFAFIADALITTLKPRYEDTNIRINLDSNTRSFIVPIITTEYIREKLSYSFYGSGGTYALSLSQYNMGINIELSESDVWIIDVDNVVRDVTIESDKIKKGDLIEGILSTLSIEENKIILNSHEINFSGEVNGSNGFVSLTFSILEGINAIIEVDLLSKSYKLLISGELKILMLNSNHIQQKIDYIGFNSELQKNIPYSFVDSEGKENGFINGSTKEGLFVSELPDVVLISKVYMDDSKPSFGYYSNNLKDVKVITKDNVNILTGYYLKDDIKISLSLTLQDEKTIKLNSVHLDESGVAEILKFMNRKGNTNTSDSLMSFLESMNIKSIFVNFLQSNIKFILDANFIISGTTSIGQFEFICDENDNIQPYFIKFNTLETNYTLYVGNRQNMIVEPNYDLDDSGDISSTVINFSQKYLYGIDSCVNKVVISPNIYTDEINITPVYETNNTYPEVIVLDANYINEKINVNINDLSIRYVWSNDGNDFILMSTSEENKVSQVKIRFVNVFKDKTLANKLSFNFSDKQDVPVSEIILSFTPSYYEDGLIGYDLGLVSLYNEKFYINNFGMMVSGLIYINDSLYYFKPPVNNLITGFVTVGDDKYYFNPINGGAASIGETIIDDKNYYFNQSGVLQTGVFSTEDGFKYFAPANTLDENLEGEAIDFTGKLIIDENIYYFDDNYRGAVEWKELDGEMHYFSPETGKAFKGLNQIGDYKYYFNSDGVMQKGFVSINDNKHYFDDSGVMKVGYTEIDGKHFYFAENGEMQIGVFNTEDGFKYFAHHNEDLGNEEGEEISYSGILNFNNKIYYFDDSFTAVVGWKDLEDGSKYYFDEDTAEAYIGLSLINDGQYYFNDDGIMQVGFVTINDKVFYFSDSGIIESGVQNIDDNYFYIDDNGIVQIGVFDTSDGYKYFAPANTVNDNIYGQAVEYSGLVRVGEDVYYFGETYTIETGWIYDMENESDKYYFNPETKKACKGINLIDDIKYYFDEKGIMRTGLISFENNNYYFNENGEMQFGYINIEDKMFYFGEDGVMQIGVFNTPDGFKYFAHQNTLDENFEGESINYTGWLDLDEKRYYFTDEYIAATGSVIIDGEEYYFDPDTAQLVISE
SARS 3CLpro inh: SARS-CoV 3CLpro protease inhibition. recombinant SARS-CoV 3CLpro, quenched FRET peptide cleavage. inhibition, % at 6 µM. actives 0.14% (n = 290,000). AID 1706; in the data active = inhibition above about 12%
Anthrax LF prot: inhibitors of Bacillus anthracis lethal factor protease | actives 0.12% (n = 360,000) | P15917 | multiplex microsphere protease cleavage assay, LF | inhibition, % at 10 µM; note: plate controls were buffer without enzyme for full effect and enzyme alone for no effect
BH1578 lux ind: inducers of Vibrio cholerae quorum light production without autoinducers; V. cholerae BH1578 lux reporter, luminescence, 6 h; activation, % at 18.7 µM; actives 0.16% (n = 350,000); in the data active = activation mostly above about 9.7%, no sharp cut-off; inconclusive = no clear call, values can overlap the other calls; inactive = mostly below about 3.7%; note: not every result past the cut was called active; inactives centre near 0; reference of the scale not given here
PrPC TRFRET: reduces human prion protein on the cell surface; actives 0.43% (n = 370,000); AID 720596; inhibition, % at 13.8 µM; P04156; cell surface PrPC, TR-FRET read-out; in the data active = inhibition above about 24%; note: 0% = median of the test wells and 100% = reference compound wells
Y pestis TopoI: inhibitors of Yersinia pestis topoisomerase I; AID 504884; activity, % at 10 µM; actives 0.064% (n = 360,000); Y. pestis Topo-I cleavage product accumulation, plate reader; in the data active = activity above about 50%, passing the limit was not always enough; inconclusive = no clear call, values can overlap the other calls; note: inactives centre near 2
BoNT A protease: BoNT A light chain protease inhibition. inhibition, % at 10 µM. actives 0.17% (n = 360,000). multiplex microsphere protease substrate cleavage, flow cytometry; note: plate controls were buffer without enzyme for full effect and enzyme alone for no effect
SSB-PriA inh: K. pneumoniae PriA-SSBct interaction inhibition; AlphaScreen SSBct-PriA binding, biotinylated peptide; inhibition, % at 33 µM; actives 0.6% (n = 430,000); AID 1272365; in the data active = inhibition mostly above about 37%, no sharp cut-off; inactive = mostly below about 20%;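 note: plate controls were negative control peptide for no effect and reference peptide for full effect; strong numbers were not always called active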
PfHsp40 rescue: rescue of PfHsp40-mediated yeast toxicity | S. cerevisiae expressing PfHsp40, growth rescue, ATP luminescence | growth rescue, % at 12.5 µM | actives 0.68% (n = 340,000); in the data active = growth rescue above about 28%, passing the limit was not always enough; inconclusive = no clear call, values can overlap the other calls;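 note: yeast W303a lacking pdr1 and pdr3 grown in galactose medium; growth measured after three days at 30 °C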
Numbers without * were called inactive; i = inactive; u = inconclusive; x = no result given; & = joins results of further samples. Cut-off read from the data, not from the text of the source, unless noted: active = inhibition above about 30%; inconclusive = no clear call, values can overlap the other calls; inactive = below that.

item | mol | TcdB inh | SARS 3CLpro inh | Anthrax LF prot | BH1578 lux ind | PrPC TRFRET | Y pestis TopoI | BoNT A protease | SSB-PriA inh | PfHsp40 rescue
1 | O=C(C[C@@H]1C/C=C\C[C@@H](NC(=O)OCC2c3ccccc3-c3ccccc32)C(=O)OC[C@@H](Cc2ccccc2)NC1=O)NCCO | -0.7 | x | 2 | 3.0 | 2 | 3 | -0.3 | -14 | -1.2
2 | CCOC(Cn1c(CCCO)nc2ccccc21)OCC | x | -1 | -6 | -0.7 | -3 | -4 | -1.2 | -21 | -0.3
3 | Cc1ccnc(NS(=O)(=O)c2ccc(N=CC3=C(O)CC(C)(C)CC3=O)cc2)n1 | x | 4 | -1 | -1.0 | -1 | 8 | u | -16 | -1.0
4 | CC(C)=NNc1nc2c(c(=O)n(C)c(=O)n2C)n1CCc1ccccc1 | 0.9 | -2 | -3 | -0.7 | 0 | 2 | 0.2 | 3 | -1.7
5 | O=C(O)CCCCCNC(=O)c1ccccc1 | x | 1 | 10 | i | 0 | 1 | -1.3 | 7 | -0.1
6 | CCOC(=O)CNC(=O)C(Cc1ccccc1)NC(=O)OCc1ccccc1 (stereo not drawn) | -1.9 | -3 | -1 | 0.6 | -9 | 1 | -0.3 | x | 0.5
7 | O=[N+]([O-])c1ccc(C=NN2CCNC2=S)o1 | 3.4 | x | -6 | -0.1 | -65 | 6 | 0.2 | x | x
8 | COc1ccc(OCC(=O)N2CCC(n3nccc3NC(=O)C3CC3)CC2)cc1 | -8.9 | -3 | 2 | i | -1 | 6 | 0.2 | 4 | 0.3
9 | O=C(OCc1cccc(C(F)(F)F)c1)c1cc(S(=O)(=O)N2CCOCC2)ccc1F | 0.4 | x | u | -4.2 | 9 | 26 | -0.2 | -15 | 2.0
10 | COc1ccc(C(c2c(O)cc(C)oc2=O)c2c(O)cc(C)oc2=O)cc1 | x | -1 | -2 | -2.2 | 5 | 1 | -0.1 | -34 | 0.5
11 | O=C(Nc1cccc2c1C(=O)NC2=O)c1cccc(N2C(=O)CCC2=O)c1 | -0.5 | -2 | -2 | i | -2 | 6 | 0.1 | -13 | -0.7
12 | CCN(CC)S(=O)(=O)c1ccc(N2CCOCC2)c(NC(=O)c2cccc3c(=O)c(C)c(-c4ccccc4)oc23)c1 | -0.1 | x | -4 | -0.6 | -2 | 27 | -0.2 | -9 | -1.8
13 | CCN(Cc1ccccc1)C(=O)c1cccc(S(=O)(=O)N2CCN(Cc3ccccc3)CC2)c1 | 0.9 | x | x | 0.6 | 11 | 25 | x | 13 | 0.3
14 | Cc1c(NC(=O)CSc2nc3ccc(Cl)cc3[nH]2)c(=O)n(-c2ccccc2)n1C | x | 5 | 1 | 2.1 | -3 | 6 | -0.3 | 9 | -2.1
15 | C=CC[n+]1ccn(-c2nc3ccccc3nc2[N-]S(=O)(=O)c2cccs2)c1 | 1.1 | -5 | -4 | -0.4 | -10 | -16 | 0.4 | 2&-11 | 0.9
16 | COC(=O)c1cccc(C(=O)Nc2ccc(F)cc2)n1 | x | 1 | 2 | i | -3 | -8 | -1.2 | -3 | -1.2
17 | O=C1CC(c2cccc(Cl)c2)Cc2nc(N3CCN(c4ccccc4)CC3)ncc21 (stereo not drawn) | x | -3 | -1 | i | 5 | -2 | -1.6 | -7 | 1.7
18 | COc1cccc(CNc2ccc(C)c(Cl)c2)c1 | 0.4 | 1 | -1 | -0.3 | 0 | -4 | -1.0 | -22 | 12
19 | O=c1[nH]nc(N/N=C/c2ccccc2OC(F)F)c(=O)[nH]1 | 3.8 | 0 | -4 | i | -9 | -5 | 0.8 | x | -1.2
20 | Cc1ccc(S(=O)(=O)Nc2cccc(-n3cnnn3)c2)cc1 | 0.9 | 0 | 2 | -0.4 | 4 | -7 | -0.1 | -5 | 0.0
21 | Cc1ccc(-n2c(-c3ccncc3)nnc2-c2ccco2)cc1 | x | -5 | 1 | -0.2 | 2 | -1 | 0.9 | 2 | -0.1
22 | CC(C)c1cc(C(=O)O)on1 | x | -3 | u | -0.4 | -4 | 6 | -3.4 | -4 | -1.6
23 | O=C(Cn1c(=O)oc2ccccc21)N1CCCC1 | 0.2 | -1 | -20 | -5.6 | -2 | -2 | 0.5 | -7 | -2.4
24 | COc1cc(CC(=O)OCC(=O)N2CCN(C(=O)c3ccco3)CC2)cc(OC)c1OC | 1.4 | x | 5 | -2.6 | 6 | -1 | -0.8 | -16 | -0.9
25 | CCN(CC)CC(=O)Nc1ccc2c(c1)Nc1ccccc1CC2 | 1.5 | -1 | -8 | 0.2 | 3 | -15 | -0.5 | 23 | 1.1

More compounds.
item | mol | TcdB inh | SARS 3CLpro inh | Anthrax LF prot | BH1578 lux ind | PrPC TRFRET | Y pestis TopoI | BoNT A protease | SSB-PriA inh | PfHsp40 rescue
26 | CCCn1nnnc1SCC(=O)NCc1ccc(OC)cc1 | x | -9 | -2 | -2.6 | -4 | -1 | 0.8 | -3 | 3.5
27 | CCCC(=O)Oc1ccc(C2NC(=O)c3ccccc3O2)cc1 (stereo not drawn) | 1.2 | -1 | x | i | -2 | 28 | x | -8 | 0.6
28 | CN(CC(=O)Nc1cccc(F)c1)C(=O)Cn1cnc2c1c(=O)n(C)c(=O)n2C | 1.7 | x | -6 | i | 1 | 4 | -1.3 | -12 | 1.4
29 | COCCSc1nc(N)c2c3c(sc2n1)CN(C)CC3 | 0.3 | 0 | 11 | -0.3 | -3 | -1 | 0.7 | -13 | -1.2
30 | Cc1ccc2c(c1)N(CC(=O)NCc1cccs1)C(=O)C(C)O2 (stereo not drawn) | x | -3 | 1 | 4.1 | -6 | 10 | -0.2 | -1 | -0.9
31 | COc1ccc(NC(=O)[C@H](C)NC(N)=O)cc1S(=O)(=O)Nc1cc(C)ccc1Br | 2.1 | 1 | -1 | -0.1 | 5 | -1 | -1.5 | 4 | 1.0

Of the compounds above, 16 contain nitrogen in an aromatic ring.
item | mol | TcdB inh | SARS 3CLpro inh | Anthrax LF prot | BH1578 lux ind | PrPC TRFRET | Y pestis TopoI | BoNT A protease | SSB-PriA inh | PfHsp40 rescue
2 | CCOC(Cn1c(CCCO)nc2ccccc21)OCC | x | -1 | -6 | -0.7 | -3 | -4 | -1.2 | -21 | -0.3
3 | Cc1ccnc(NS(=O)(=O)c2ccc(N=CC3=C(O)CC(C)(C)CC3=O)cc2)n1 | x | 4 | -1 | -1.0 | -1 | 8 | u | -16 | -1.0
4 | CC(C)=NNc1nc2c(c(=O)n(C)c(=O)n2C)n1CCc1ccccc1 | 0.9 | -2 | -3 | -0.7 | 0 | 2 | 0.2 | 3 | -1.7
8 | COc1ccc(OCC(=O)N2CCC(n3nccc3NC(=O)C3CC3)CC2)cc1 | -8.9 | -3 | 2 | i | -1 | 6 | 0.2 | 4 | 0.3
14 | Cc1c(NC(=O)CSc2nc3ccc(Cl)cc3[nH]2)c(=O)n(-c2ccccc2)n1C | x | 5 | 1 | 2.1 | -3 | 6 | -0.3 | 9 | -2.1
15 | C=CC[n+]1ccn(-c2nc3ccccc3nc2[N-]S(=O)(=O)c2cccs2)c1 | 1.1 | -5 | -4 | -0.4 | -10 | -16 | 0.4 | 2&-11 | 0.9
16 | COC(=O)c1cccc(C(=O)Nc2ccc(F)cc2)n1 | x | 1 | 2 | i | -3 | -8 | -1.2 | -3 | -1.2
17 | O=C1CC(c2cccc(Cl)c2)Cc2nc(N3CCN(c4ccccc4)CC3)ncc21 (stereo not drawn) | x | -3 | -1 | i | 5 | -2 | -1.6 | -7 | 1.7
19 | O=c1[nH]nc(N/N=C/c2ccccc2OC(F)F)c(=O)[nH]1 | 3.8 | 0 | -4 | i | -9 | -5 | 0.8 | x | -1.2
20 | Cc1ccc(S(=O)(=O)Nc2cccc(-n3cnnn3)c2)cc1 | 0.9 | 0 | 2 | -0.4 | 4 | -7 | -0.1 | -5 | 0.0
21 | Cc1ccc(-n2c(-c3ccncc3)nnc2-c2ccco2)cc1 | x | -5 | 1 | -0.2 | 2 | -1 | 0.9 | 2 | -0.1
22 | CC(C)c1cc(C(=O)O)on1 | x | -3 | u | -0.4 | -4 | 6 | -3.4 | -4 | -1.6
23 | O=C(Cn1c(=O)oc2ccccc21)N1CCCC1 | 0.2 | -1 | -20 | -5.6 | -2 | -2 | 0.5 | -7 | -2.4
26 | CCCn1nnnc1SCC(=O)NCc1ccc(OC)cc1 | x | -9 | -2 | -2.6 | -4 | -1 | 0.8 | -3 | 3.5
28 | CN(CC(=O)Nc1cccc(F)c1)C(=O)Cn1cnc2c1c(=O)n(C)c(=O)n2C | 1.7 | x | -6 | i | 1 | 4 | -1.3 | -12 | 1.4
29 | COCCSc1nc(N)c2c3c(sc2n1)CN(C)CC3 | 0.3 | 0 | 11 | -0.3 | -3 | -1 | 0.7 | -13 | -1.2

These rows are one share of the data; rates above refer to the full screens.
